# DRD3 antagonist = antagonists of human D3 dopamine receptor; P35462; D3R cells, DiscoveRx beta-arrestin luminescence, antagonist mode; hits give low values; max response, negative = inhibition, %; 360,000 compounds, 2.5% hits; in the data active = max response below about -50%; inconclusive = no clear call, values can overlap the other calls; also: % is scaled to controls: 0 for no effect and ±100 for the full control effect; mostly tested at two doses, the higher about 12 µM
# Target sequence (P35462 whole entry, looked up): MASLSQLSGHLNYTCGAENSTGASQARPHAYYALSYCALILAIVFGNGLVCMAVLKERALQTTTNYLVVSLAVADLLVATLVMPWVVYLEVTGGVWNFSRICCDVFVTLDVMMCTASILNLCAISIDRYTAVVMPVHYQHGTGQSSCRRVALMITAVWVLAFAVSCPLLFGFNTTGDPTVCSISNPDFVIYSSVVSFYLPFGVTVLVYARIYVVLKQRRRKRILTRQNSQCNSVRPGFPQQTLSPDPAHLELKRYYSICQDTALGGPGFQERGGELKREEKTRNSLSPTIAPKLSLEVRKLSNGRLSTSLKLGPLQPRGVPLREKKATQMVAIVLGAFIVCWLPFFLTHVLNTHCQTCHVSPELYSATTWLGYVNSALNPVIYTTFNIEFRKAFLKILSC
#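 Cells expressing the human receptor were seeded at 1500 cells/well, incubated overnight at 37 degrees C in 5% CO2, then exposed to library compounds with dopamine controls for 90 minutes at 37 degrees C before luminescent detection.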
# EPAC2 ag = activates human EPAC2 exchange factor | Q8WZA2 | Potency, µM (doses to about 154 µM), for the others: at the highest dose activation, most hits filed as activators | 360,000 compounds, 0.079% hits | AID 720711 | EPAC2 activation, biochemical qHTS; response scale: 100% = 6.5 mM cAMP response; also: potency is read from the fitted curve at half-maximal effect; nearly all actives have a fitted effect of over 50% in size
#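 Setup: EPAC2 100 nM, labeled Rap1B complex 250 nM, free GDP 50 uM. Compound titrations pinned in, brief spin, 5 min room temperature incubation. Kinetic fluorescence read over 30 min, normalized to 6.5 mM cAMP.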
# CCT modulator = cytosolic chaperonin activity modulation | purified chaperonin ATPase assay, HTRF ADP detection, 30 min | activity change, % (test concentration not listed), hits read low | 360,000 compounds, 0.3% hits; in the data active = activity change below about -30%; also: % is scaled to controls: 0 for no effect and ±100 for the full control effect
#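 TRiC (40 or 20 nM final, by batch activity) in 30 mM Tris pH 7.4, 100 mM KCl, 5 mM MgCl2, 1 mM DTT was treated with compound at 76 uM single dose, then 10 uM ATP, 30 min at 37 °C. ADP was read by HTRF Transcreener.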
# pAkt inh = Akt phosphorylation inhibition | Neuro2A IGF-stimulated pAkt S473 HTRF, 20 min; hits give low values | activity change, % for hits at 50 µM | 360,000 compounds, 0.32% hits | AID 651550; in the data active = activity change below about -80%; inconclusive = mostly about -51% to -80%; also: % is scaled to controls: 0 for no effect and ±100 for the full control effect
#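 Neuro2A cells in DMEM with 0.5% FBS, overnight at 37 deg C, given compound at single 50 µM final, then IGF (6 nM final) for 20 min at 37 deg C. Lysed; phospho-Akt Ser473 by HTRF after 24 h, 665/615 ratio.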
# MmCpn inh = M. maripaludis TRiC chaperonin inhibition; AID 504842; 330,000 compounds, 0.031% hits; purified Mm-Cpn ATPase, ADP Transcreener TR-FRET; Potency, µM (titrated, usually from 76.9 µM), without a hit: at the top dose activity, negative = inhibition, most hits filed as inhibitors; also: potency is read from the fitted curve at half-maximal effect; % is scaled to controls: 0 for no effect and ±100 for the full control effect; nearly all actives have a fitted effect of over 80% in size
#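 Purified archaeal Mm-CPN (25nM final) preincubated 10 min at 37degC with compound, then 10uM ATP for 30 min at 37degC; ADP measured by HTRF Transcreener TR-FRET; buffer 30 mM TRIS pH 7.4, 100mM KCl, 5mM MgCl2, 1mM DTT.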
# PTHR1 agonist = agonists of human PTHR1 parathyroid hormone receptor; 410,000 compounds, 0.075% hits; HEK293 GP2 PTHR1 cells, GloSensor cAMP luminescence, 1 h; Q03431; Potency, µM (highest dose often 115 µM), for the others: at the highest dose activation, usual class: activators; AID 743266; also: potency is read from the fitted curve at half-maximal effect; nearly all actives have a fitted effect of over 55% in size; some results filed as inactive show a strong effect at the top dose; inactives centre near -15; many of its hits are not listed in these tables
# Target sequence (Q03431 whole entry, looked up): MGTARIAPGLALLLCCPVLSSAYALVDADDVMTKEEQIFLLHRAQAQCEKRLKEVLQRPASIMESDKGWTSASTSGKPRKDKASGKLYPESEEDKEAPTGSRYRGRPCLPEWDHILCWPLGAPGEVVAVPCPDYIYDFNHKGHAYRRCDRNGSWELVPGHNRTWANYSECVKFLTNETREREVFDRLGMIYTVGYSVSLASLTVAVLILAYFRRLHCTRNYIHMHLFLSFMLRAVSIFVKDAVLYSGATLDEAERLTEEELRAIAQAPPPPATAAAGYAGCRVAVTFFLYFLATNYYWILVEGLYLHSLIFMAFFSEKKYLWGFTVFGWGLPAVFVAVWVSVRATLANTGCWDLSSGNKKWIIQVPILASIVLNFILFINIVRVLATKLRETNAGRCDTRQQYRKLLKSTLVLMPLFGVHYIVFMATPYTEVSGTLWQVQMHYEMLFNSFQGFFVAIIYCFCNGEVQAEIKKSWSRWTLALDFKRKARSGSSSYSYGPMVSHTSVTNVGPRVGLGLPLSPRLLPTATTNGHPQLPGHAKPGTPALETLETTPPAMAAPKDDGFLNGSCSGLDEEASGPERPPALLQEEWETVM
#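 HEK-293-derived GP2 cells expressing PTHR1 and a GloSensor cAMP reporter, 3,000/well, plated overnight, given luciferin plus IBMX (each 0.5 mM as added) for 1 h at 37 °C, then compound for 1 h at 37 °C. Luminescence was read after 15 min at room temperature.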
# EPAC2 antagonist = antagonists of human EPAC2. Q8WZA2. EPAC2 GEF exchange of Rap1B-BODIPY-GDP, fluorescence. Potency, µM (top dose mostly 114 µM), for inactives: at the highest dose activity, negative = inhibition, most hits filed as inhibitors. 360,000 compounds, 0.18% hits. AID 720708; also: potency is read from the fitted curve at half-maximal effect; % is scaled to controls: 0 for no effect and ±100 for the full control effect; nearly all actives have a fitted effect of over 45% in size; many of its hits are not listed in these tables
# D3 ag = agonists of human D3 dopamine receptor. P35462. D3R DiscoveRx beta-arrestin cells, luminescence, 90 min. max activation, %. 410,000 compounds, 0.58% hits. AID 652048; in the data active = max activation above about 30%; also: 0% is about no effect; mostly tested at two doses, the higher about 12 µM
#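 Cells at 1500/well, incubated overnight, then treated with pinned compounds (dopamine as control) for 90 min at 37 degrees C. DiscoveRx reagent added for 30 - 60 minutes at room temperature; luminescence read.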
# An asterisk follows results filed as active; i = inactive; ? = inconclusive; . = not tested or not shown; [ ] = dose if it differs, or a comment. Unless noted, calls follow the shape of the dose curve; as a rule, active = well fitted curve in the direction sought with a large enough effect; inconclusive = small, poorly fitted or top-dose-only effect, or another doubt; inactive = no such curve, though single readings can be large; an effect the other way counts as inactive or inconclusive. These rows are one share of the data; count on the stated rates, not on these rows.
# The first 2 entries, to show the layout:
SMILES,DRD3 antagonist,EPAC2 ag,CCT modulator,pAkt inh,MmCpn inh,PTHR1 agonist,EPAC2 antagonist,D3 ag
C[C@H](NC(=O)OC(C)(C)C)c1nnc(SCC(=O)Nc2cccc(Cl)c2)o1,0,0%,-1.1,i,0%,-25%,-3%,-3
Cc1cc(C)c2cc(C#N)c(NCCCN)nc2c1,0,1%,-1.4,i,.,-15%,6%,-13

# The listing (from the top)
SMILES,DRD3 antagonist,EPAC2 ag,CCT modulator,pAkt inh,MmCpn inh,PTHR1 agonist,EPAC2 antagonist,D3 ag
C[C@H](NC(=O)OC(C)(C)C)c1nnc(SCC(=O)Nc2cccc(Cl)c2)o1,0,0%,-1.1,i,0%,-25%,-3%,-3
Cc1cc(C)c2cc(C#N)c(NCCCN)nc2c1,0,1%,-1.4,i,.,-15%,6%,-13
Cc1nc(CCNS(=O)(=O)c2cccs2)cs1,2,10%,-0.1,i,1%,-5%[57.5 µM],2%,-3
CCOC(=O)c1c(-c2ccccc2)csc1NC(=O)/C(C#N)=C\c1ccc(O)c(OC)c1,5,-5%,-1.3,i,.,-26%,?,15
COc1ccc(C2CC(c3ccccc3)=NN2C(=O)COC(=O)c2cccc(N)c2)cc1 (stereo not drawn),18,3%,-1.1,i,-4%,-15%,5%,-2
Cc1sc2nc(CN3CCCC3)nc(N3CCN(S(=O)(=O)c4cccc(F)c4)CC3)c2c1C,-8,3%,0.2,i,-2%,i,0%,-12
Cc1ccc(C(=O)c2cc3ccccc3o2)cc1C,20,4%,-12,i,-14%,-38%,-6%,-5
O=C1c2ccccc2S(=O)(=O)c2cc(C(=O)N(c3ccccn3)c3ccccn3)ccc21,12,1%,-4.2,i,-11%,i,0%,10
COc1ccc(CNCC(C)NCc2ccc(OC)c(OC)c2)cc1OC (stereo not drawn),-9,14%,1.2,i,0%,-7%,-2%,-13
CCOC(=O)CSc1nc2ccccc2c(=O)n1Cc1ccco1,3,4%,2.2,i,-2%,i,-13%,-3
CN(CC(=O)NCc1ccc(Cl)cc1)S(=O)(=O)c1cccc2nsnc12,0,1%,2.9,i,3%,-74%[inhibitor],19%,-3
Cc1noc(C)c1-c1nc(CS(=O)(=O)c2ccccc2)no1,7,7%,1.7,i,1%,i,3%,-5
CCc1nnc(N2C(=O)c3ccc(Oc4ccc([N+](=O)[O-])cc4)cc3C2=O)s1,2,-14%,-1.2,i,1%,-16%,-6%,5
COc1ccccc1CCNC(=O)c1nccnc1C(=O)O,-2,6%,-1.9,i,0%,i,1%,4
COc1cccc2c(=O)c(C(=O)O)c[nH]c12,13,-11%,1.8,i,-1%,10%,16%,-4
CSCCC(NC(=O)c1cc([N+](=O)[O-])ccc1Cl)C(=O)O (stereo not drawn),-1,8%,2.5,i,1%,9%,-2%,-5
O=C(NCc1ccco1)C1CCCN(S(=O)(=O)c2ccc(-n3cnnn3)cc2)C1 (stereo not drawn),24,-3%,-2.4,i,1%,i,1%,2
CCNC(=O)C1(C)CCN(C(=O)c2ccccc2F)C1 (stereo not drawn),14,4%,0.0,i,.,-16%,0%,5
O=c1c(O)c(-c2cccs2)oc2ccc(Cl)cc12,1,4%,-0.1,i,-5%,-3%,188%[activator],8
COc1cccc(NC(=O)CCC(=O)Nc2cccc(OC)c2)c1,-4,0%,-0.9,i,-2%,i,8%,1
Cc1cccc(Nc2cc(=O)n(C)c(=O)n2C)c1,9,6%,1.1,i,.,i,-12%,-3
CCN(C(=O)COC(=O)/C=C/c1ccc(C)o1)c1c(N)n(Cc2ccccc2)c(=O)[nH]c1=O,14,-3%,-2.7,i,0%,i,23%,2
Clc1ccccc1COc1ccccc1-c1nnco1,3,-1%,-2.1,i,-1%,-5%,0%,1
CCCn1c(=O)c2ccccc2n2c(SCC(=O)N3CCc4ccccc4C3)nnc12,51,19%,-4.7,i,0%,-27%,12%,-11
O=C(COC(=O)C1CC1)Nc1ccc(OC(F)F)cc1,22,-12%,0.6,i,-9%,i,-3%,3
# (next part)
SMILES,DRD3 antagonist,EPAC2 ag,CCT modulator,pAkt inh,MmCpn inh,PTHR1 agonist,EPAC2 antagonist,D3 ag
Cc1nc(SCC(=O)NC2CCS(=O)(=O)C2)c(C#N)c(C)c1C (stereo not drawn),7,-2%,2.2,i,-1%,i,1%,-1
COc1cc(OC)cc(-c2nc3nc(C)c(CCC(=O)O)c(C)n3n2)c1,-8,-8%,-1.7,i,1%,-35%[inhibitor],6%,-3
CC(=O)NC1=NC(=O)/C(=C/c2cn(C(C)=O)nc2-c2ccccc2)S1,0,8%,-0.2,i,1%,-2%,12%[57.1 µM],-1
COC(=O)c1c(C(=O)OC)c(-c2ccc(C)cc2)n2c1CS(=O)(=O)C2,13,7%,-0.1,i,1%,i,4%,-2
CCOCCCNC(=O)c1cc(=O)n(Cc2cccc(C)c2)c2ccccc12,-10,8%,-2.9,i,4%,-55%[inhibitor],0%,4
COc1ccc(C(=O)N/N=C(\C)c2ccc(NC(=O)Cc3ccccc3)cc2)c(OC)c1,15,2%,0.1,i,-1%,-3%,16%,0
CCc1c(C(=O)Nc2ccc(OC)c(Cl)c2)[nH]c(C)c1C(C)=O,-3,-8%,-1.2,i,0%,-5%[57.5 µM],9%,-11
COc1cc(CC(=O)OCC(=O)Nc2ccc(N3CCOCC3)cc2)cc(OC)c1OC,9,6%,0.6,i,-10%,9%,9%,-2
Cc1ccc(Cl)cc1N1CCN(C(=O)c2noc(C(C)C)c2[N+](=O)[O-])CC1,-1,11%,0.7,i,-2%,i,5%,4
O=S(=O)(c1cccc(-c2cn3cccnc3n2)c1)N1CCCCCC1,38,-6%,-2.3,i,-3%,-7%[57.5 µM],-1%[57.1 µM],-5
O=c1c2ccccc2nc2n1CCCCN2,4,6%,-2.7,i,0%,i,4%,-1
O=C(CCCn1c(=S)[nH]c2ccccc2c1=O)NC1CCCCC1,-9,1%,0.5,.,0%,i,10%,-7
O=C(COC(=O)Cn1cc(C(F)(F)F)ccc1=O)Nc1ccc(Br)cc1F,0,-3%,1.2,i,1%,-3%,-4%,2
CCOC(=O)N1CCC(NC(=O)C(NS(=O)(=O)c2ccc3c(c2)CCN3C(C)=O)C(C)C)CC1 (stereo not drawn),-10,10%,-1.9,i,1%,8%,5%,1
N=C1/C(=C\c2ccc(-c3cccc(C(=O)O)c3)o2)C(=O)N=C2SC=C(c3ccccc3)N12,-15,5%,-1.6,i,-1%,-9%,20%,3
CN(C)Cc1c(C(=O)N/N=C/c2cccs2)nnn1-c1nonc1N,1,11%,0.6,i,2%,i,5%,-23
Cc1cnc(C(=O)N(CCCn2ccnc2)C2C(=O)Nc3ccccc3N=C2c2ccccc2)cn1 (stereo not drawn),?,13%,-0.5,i,.,i,17%,-5
C=CCC[C@@H](CCCCC)OC(=O)/C=C/[C@H](O)[C@@H](O)C[C@@H](O)CC=C,54,-14%,-1.0,i,.,i,?,6
Cc1ccccc1CNS(=O)(=O)c1c(C)[nH]c(C)c1C(=O)N1CCCCC1,2,-7%,0.5,i,-2%,i,6%,-9
CC(=O)Nc1ccc(S(=O)(=O)N(C2=NCC(C)S2)c2ccccc2)cc1 (stereo not drawn),-4,7%,0.0,i,2%,-85%[inhibitor],-9%,-2
O=C(COC(=O)CNC(=O)C1CCCCC1)Nc1ccc2c(c1)OCCO2,0,7%,1.8,i,0%,-10%,6%,3
CNC(=O)/C(C#N)=C/c1c(N2CCN(C)CC2)nc2c(C)cccn2c1=O,1,9%,-5.5,i,0%,i,1%,-6
COC(=O)c1cc(NC(=O)c2cc(-c3ccc(C(F)(F)F)cc3)oc2C(F)(F)F)ccc1N1CCOCC1,0,-1%,0.6,i,-3%,-26%,3%,-1
O=C(Nc1cc(Cl)cc(Cl)c1)c1coc(=O)c(Br)c1,3,2%,0.8,i,-5%,-11%,1%,-6
CCCC1(c2ccccc2)NC(=O)N(CC(=O)c2[nH]c(C)c(C(=O)OCC)c2C)C1=O (stereo not drawn),-1,-5%,0.4,i,-3%,i,-16%,-1
Cc1ccc(S(=O)(=O)Nc2cc(NC(=O)CN3CCOCC3)ccc2Cl)cc1,-20,15%,-1.1,i,0%,-18%,3%,-2
CCCCCCCCN1C(=O)[C@H](CC(=O)NCCCCc2ccccc2)C[C@@]2(C(=O)OC)CCCCC=C12,19,6%,0.1,i,.,i,-9%,-1
CC(=O)NC(c1ccccc1)c1nc(-c2cccc(CO)c2)cs1 (stereo not drawn),8,-9%,-1.1,i,.,-36%,12%,6
COc1ccc(C(CNC(=O)c2cccc(NS(=O)(=O)c3ccccc3)c2)N2CCCC2)cc1 (stereo not drawn),-88*,3%,-4.3,i,.,i,6%,-2
O=C(CSc1nc(-c2ccccc2)cc(=O)[nH]1)N1CCOCC1,0,4%,1.4,i,.,-21%,5%,-6

# Some of these compounds in order of number of heavy atoms, descending.
SMILES,DRD3 antagonist,EPAC2 ag,CCT modulator,pAkt inh,MmCpn inh,PTHR1 agonist,EPAC2 antagonist,D3 ag
CCOC(=O)N1CCC(NC(=O)C(NS(=O)(=O)c2ccc3c(c2)CCN3C(C)=O)C(C)C)CC1 (stereo not drawn),-10,10%,-1.9,i,1%,8%,5%,1
N=C1/C(=C\c2ccc(-c3cccc(C(=O)O)c3)o2)C(=O)N=C2SC=C(c3ccccc3)N12,-15,5%,-1.6,i,-1%,-9%,20%,3
CNC(=O)/C(C#N)=C/c1c(N2CCN(C)CC2)nc2c(C)cccn2c1=O,1,9%,-5.5,i,0%,i,1%,-6
CC(=O)Nc1ccc(S(=O)(=O)N(C2=NCC(C)S2)c2ccccc2)cc1 (stereo not drawn),-4,7%,0.0,i,2%,-85%[inhibitor],-9%,-2
